# MT1-MMP act inh – blocks activation of human MT1-MMP; AID 651647; P50281; GFP/RFP ratio change, % at 20 µM; 360,000 compounds, 0.061% hits; HT1080 RFP-PRO-GFP cells, GFP/RFP ratio fluorescence, overnight; percent of plate control window, DMSO zero;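 active = GFP/RFP ratio change of at least 30% with cell ATP level not reduced by more than half and red fluorescence within 50% of control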; also: strong numbers were not always called active
#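 Assay system – RFP-PRO-GFP reporter HT1080 cells · Compound dosing – single dose of 20 µM compound, 1% DMSO final · Incubation – overnight compound exposure at 37 °C · Measure – GFP/RFP fluorescence ratio · Benchmarks – DMSO wells and RFP-L50D-GFP cells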
# NRP1-CendR mod – NRP-1/CendR interaction modulation. FAM-RPARPAR peptide binding to NRP-1, fluorescence polarization. inhibition, % at 25 µM. 360,000 compounds, 0.85% hits;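 active = inhibition or corrected inhibition above about 18%, plus a signal ratio from 0.5 to 1.5, limit read from the data, passing the limit was not always enough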; also: strong numbers were not always called active
# Target sequence (O14786 whole entry, looked up): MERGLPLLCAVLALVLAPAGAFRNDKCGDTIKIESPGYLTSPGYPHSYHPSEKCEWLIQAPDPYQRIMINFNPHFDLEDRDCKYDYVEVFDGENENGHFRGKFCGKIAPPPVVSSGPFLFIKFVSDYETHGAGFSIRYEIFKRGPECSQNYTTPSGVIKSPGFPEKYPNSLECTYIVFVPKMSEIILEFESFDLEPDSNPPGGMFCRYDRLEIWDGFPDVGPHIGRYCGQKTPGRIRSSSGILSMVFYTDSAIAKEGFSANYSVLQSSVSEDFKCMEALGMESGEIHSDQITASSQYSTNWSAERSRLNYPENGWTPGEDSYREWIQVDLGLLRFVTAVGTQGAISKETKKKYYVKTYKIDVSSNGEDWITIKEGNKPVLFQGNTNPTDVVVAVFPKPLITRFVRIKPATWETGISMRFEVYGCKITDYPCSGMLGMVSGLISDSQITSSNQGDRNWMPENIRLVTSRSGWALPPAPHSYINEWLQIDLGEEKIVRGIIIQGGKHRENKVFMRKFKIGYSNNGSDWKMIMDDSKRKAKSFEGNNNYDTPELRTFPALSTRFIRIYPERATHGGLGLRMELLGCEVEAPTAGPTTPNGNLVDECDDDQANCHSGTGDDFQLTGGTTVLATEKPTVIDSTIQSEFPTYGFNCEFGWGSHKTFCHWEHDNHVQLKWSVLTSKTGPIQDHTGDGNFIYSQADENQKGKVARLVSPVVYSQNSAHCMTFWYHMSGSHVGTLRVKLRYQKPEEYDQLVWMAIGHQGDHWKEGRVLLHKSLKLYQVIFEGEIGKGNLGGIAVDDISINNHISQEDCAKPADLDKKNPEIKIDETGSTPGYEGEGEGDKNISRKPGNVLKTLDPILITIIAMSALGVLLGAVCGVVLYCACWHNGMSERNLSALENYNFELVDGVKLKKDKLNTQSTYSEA
# Tb MetRS inh – Trypanosoma brucei MetRS inhibition; inhibition, % at 11.9 µM; 360,000 compounds, 0.4% hits; AID 624268; purified T. brucei MetRS, ATP depletion, Kinase-Glo luminescence;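 active = inhibition above a per-plate cutoff of the control wells' mean inhibition plus 3 SD, cut at about 5.5% in these data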;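 also: 0% = DMSO wells median and 100% = median of wells with control inhibitor compound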
#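 technique = Kinase-Glo luminescence, ATP depletion format | system = purified MetRS (methionyl-tRNA synthetase) enzyme from Trypanosoma brucei | timing = 15 min preincubation, 2 h reaction, all 25 °C | evaluation = percent inhibition versus plate control medians | dosing = single dose, 11.9 µM final nominal, 0.9% final DMSO | also added = substrates ATP, L-methionine and bulk Escherichia coli tRNA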
# PABP1 MLLE inh – blocks PAM2 peptide binding to the PABP1 MLLE domain; P11940; GST-MLLE / FITC-PAM2 fluorescence polarization; inhibition, % at 20 µM; 360,000 compounds, 0.36% hits; in the data active = inhibition above about 35%, passing the limit was not always enough;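 also: plate controls were DMSO wells with GST-MLLE for no effect and wells lacking GST-MLLE protein for full effect; some results filed as inactive read as strong as hits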
# MsrA act – bovine methionine sulfoxide reductase A activation. purified bovine MsrA, absorbance read-out. activation, % at 10.6 µM. 360,000 compounds, 0.3% hits. AID 602163; in the data active = activation above about 7.5%;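 also: 0% = vehicle and 100% = reference activator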
# SKN-1 inh – blocks SKN-1 activity in C. elegans | C. elegans VP596 Pgst-4::GFP/RFP ratio, acrylamide-induced, 24 h | 360,000 compounds, 0.49% hits | AID 624304 | inhibition, % at 21.8 µM;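 active = interference check ratio from 0.5 to 1.5 plus GFP to RFP signal ratio inhibition reaching or exceeding a fixed threshold, cut at about 30% in these data, passing the limit was not always enough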; also: some compounds called inactive have numbers as strong as hits
# MsrA inh – inhibitors of bovine MsrA | purified bovine MsrA, absorbance read-out | AID 651718 | inhibition, % at 15.5 µM | 360,000 compounds, 0.75% hits; in the data active = inhibition above about 4.5%;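 also: 0% = vehicle wells with enzyme and 100% = reference inhibitor wells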
# FAS-TE inh – blocks the thioesterase domain of human fatty acid synthase | P49327 | recombinant FAS-TE, OMFH fluorogenic substrate, fluorescence endpoint | inhibition, % at 15 µM | 360,000 compounds, 0.67% hits | AID 602261;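 active = compounds whose normalised, plate-corrected inhibition of enzyme fluorescence in the single-dose primary screen is 50% or more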;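 also: 0% = DMSO with enzyme and 100% = substrate without enzyme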
# E coli Lon inh – E. coli protease La inhibition; purified E. coli Lon protease, fluorescence polarization; inhibition, % at 7.94 µM; 360,000 compounds, 0.42% hits; in the data active = inhibition above about 13%, passing the limit was not always enough;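 also: 0% = enzyme with probe and DMSO and 100% = no enzyme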
# Numbers without * were called inactive; . = no result given. Compounds as they come (roughly 4% active in at least one column).
SMILES,MT1-MMP act inh,NRP1-CendR mod,Tb MetRS inh,PABP1 MLLE inh,MsrA act,SKN-1 inh,MsrA inh,FAS-TE inh,E coli Lon inh
COc1ccccc1NC(=O)CN1C(=O)NC(CC(C)C)C1=O (stereo not drawn),-0.7,6.2,-1.2,1.5,-4.6,-0.4,-1.4,-4.3,-7.6
CN1C(=O)c2ccc(NC(=S)NC(=O)C(C)(C)C)cc2C1=O,-1.5,-4.2,0.0,35.0,-3.5,5.1,0.7,-4.6,-5.6
COc1ccc(C(=O)NNC(=O)c2ccccc2[N+](=O)[O-])cc1[N+](=O)[O-],0.4,4.8,-0.9,-2.1,-8.8,-13.6,0.6,1.6,10.0
COc1ccc(OC)c(S(=O)(=O)N2CCC3(CC2)OCCN3S(=O)(=O)c2cccs2)c1,1.0,-0.3,-0.7,16.1,-9.1,1.2,-0.1,11.4,5.4
CNC[C@H](CC1CCCCC1)NC[C@H](NCCC1CCCC1)[C@H](C)O,5.4,7.4,-0.5,-6.9,-0.4,17.7,0.3,-7.1,1.2
CCCCN(C(=O)c1cccc2c(=O)c(C)c(-c3ccccc3)oc12)c1ccccc1,.,-0.1,0.9,13.0,-11.2,0.0,-1.0,28.5,0.7
O=C(CCn1cnc2ccccc21)N/N=C/c1ccccc1O,1.8,-0.8,-0.1,-4.1,-2.6,-2.3,0.2,-4.2,-4.1
O=C(CSc1nc(O)cc(=O)n1-c1ccccc1)NC1CCCCC1,0.2,-26.9,-0.1,9.7,-3.2,0.1,0.1,-6.1,0.6
O=C(c1ccccn1)N1CC=C(c2ccccc2)CC1,1.2,9.8,0.1,6.5,2.8,-2.5,-0.1,-5.6,0.7
O=C(COC(=O)C1(c2ccc(Cl)cc2)CCCC1)NCc1ccco1,-0.8,-2.8,-0.7,-16.9,-2.5,1.7,-0.5,14.2,-9.3
CN1CCCC(OC(=O)c2cccc(S(=O)(=O)N3CCCCCC3)c2)C1 (stereo not drawn),3.5,0.9,0.1,-2.0,-0.1,-17.6,0.3,-2.1,6.9
CCOc1ncccc1C(=O)Nc1cc(S(=O)(=O)N2CCCCCC2)ccc1OC,2.0,3.6,-0.2,-1.0,-3.7,1.5,-0.7,-1.4,-2.2
O=C(c1cc([N+](=O)[O-])ccc1Cl)N1CCN(Cc2ccc3c(c2)OCO3)CC1,5.6,-6.3,0.7,1.2,0.6,0.0,-1.9,5.1,-1.0
C=CCNC(=O)c1ccc(Cn2cc(C(F)(F)F)ccc2=O)cc1,-4.4,-13.0,0.9,-15.1,-0.3,6.0,-0.5,-1.4,-5.0
COc1ccc2c(c1OC)C(=O)N1N=C(c3ccc(Br)cc3)CC21 (stereo not drawn),0.9,-5.9,0.7,-0.6,-3.5,8.1,.,-2.8,-3.5

# Reformatted as labelled records: entries from further up.
SMILES: COc1ccc(OC)c(S(=O)(=O)N2CCC3(CC2)OCCN3S(=O)(=O)c2cccs2)c1
- MT1-MMP act inh: 1.0
- NRP1-CendR mod: -0.3
- Tb MetRS inh: -0.7
- PABP1 MLLE inh: 16.1
- MsrA act: -9.1
- SKN-1 inh: 1.2
- MsrA inh: -0.1
- FAS-TE inh: 11.4
- E coli Lon inh: 5.4

SMILES: CNC[C@H](CC1CCCCC1)NC[C@H](NCCC1CCCC1)[C@H](C)O
- MT1-MMP act inh: 5.4
- NRP1-CendR mod: 7.4
- Tb MetRS inh: -0.5
- PABP1 MLLE inh: -6.9
- MsrA act: -0.4
- SKN-1 inh: 17.7
- MsrA inh: 0.3
- FAS-TE inh: -7.1
- E coli Lon inh: 1.2

# More structures.
SMILES,MT1-MMP act inh,NRP1-CendR mod,Tb MetRS inh,PABP1 MLLE inh,MsrA act,SKN-1 inh,MsrA inh,FAS-TE inh,E coli Lon inh
COC(=O)C(CC(=O)c1cccc(OC)c1)c1ccc(F)cc1 (stereo not drawn),-1.0,12.4,-0.2,-19.2,-3.4,-2.8,1.0,11.0,4.7
CC(=O)C[C@@H](O)CC(=O)[C@H]1OC(=O)CC/C=C\Cc2ccccc21,-4.4,4.7,0.4,-3.9,-1.2,6.6,1.0,-10.7,-6.5
COc1ccccc1C(=O)C1CCCN(C(=O)CCc2ccccn2)C1 (stereo not drawn),1.2,2.0,-0.2,-9.4,4.7,5.8,-1.3,0.7,-8.1
O=C(Nc1ccc(NC(=O)N2CCN(c3ccccc3O)CC2)cc1)N1CCN(c2ccccc2O)CC1,7.1,5.5,-0.6,-9.4,-10.8,6.7,0.9,-4.6,-2.9
CC(C)[C@H](NC(N)=O)C(=O)NCCc1ccc(Cl)cc1Cl,1.7,8.7,0.8,-38.9,-9.3,11.6,-0.2,-9.7,3.0
O=C(NCc1ccco1)c1cc(S(=O)(=O)N2CCOCC2)ccc1Br,-0.1,18.7,-0.2,2.7,-3.4,-2.7,1.3,-6.5,3.1
CC(=O)c1ccccc1NS(=O)(=O)c1ccc2c(c1)CC(=O)N2,-4.3,10.1,0.0,10.8,-3.5,-15.1,0.1,-6.1,-3.2
CCOC(=O)c1c(C)oc2ccc(OS(C)(=O)=O)cc12,0.2,-0.3,-0.6,-2.8,-3.4,3.7,0.7,2.2,1.1
Cc1sc(NC(=O)/C=C/c2ccc(C(C)C)cc2)c(C#N)c1C,-6.5,-8.8,-0.5,0.3,-1.1,16.5,0.0,2.2,8.0
CCCN(C(=O)COC(=O)COc1c(C)cccc1C)c1c(N)n(Cc2ccccc2)c(=O)[nH]c1=O,2.6,-18.6,-0.2,4.6,-1.4,13.2,1.1,-7.1,5.3
Cc1cn(COC/C=C/c2ccccc2)c(=O)[nH]c1=O,-0.6,-3.2,-0.7,7.4,-0.1,2.8,-0.1,-5.2,-1.2
O=C(NCCN1CCN(c2ccccc2)CC1)C1CCN(S(=O)(=O)c2cccc3nonc23)CC1,0.0,-4.3,-1.5,-4.4,-10.1,-0.1,0.0,-2.8,-6.5
CCCOc1c(Br)cc(C2C3=C(CCCC3=O)N(C)C3=C2C(=O)CCC3)cc1OC,-2.2,6.0,-0.6,36.3,-8.1,1.1,0.6,4.8,-4.3
Cc1cc(C)c2c(n1)sc1c(O)cc(=O)[nH]c12,-1.9,-14.3,-1.0,0.2,-12.9,-7.1,-0.3,-6.4,-5.2
O=C(C1CCCCC1)N1C[C@H](n2cc(C3CC3)nn2)[C@@H](O)C[C@@H]1c1ccc(Cl)cc1,1.8,-7.8,-1.3,0.6,-7.1,-14.0,1.9,-8.1,2.7
COC(=O)C1=C(C)NC(=S)NC1c1ccc(-c2cc(Cl)ccc2Cl)o1 (stereo not drawn),-8.0,-27.3,-0.4,11.7,-4.8,15.7,2.8,16.9,-8.1
CCN(CC)CCn1c2c(c(SCC(=O)Nc3ccc(C)c(F)c3)nc1=O)CCC2,1.8,-6.7,-0.5,3.5,-5.7,2.2,-0.4,-6.6,-3.8
COc1ccc(CNCC(O)COCc2cccs2)cc1 (stereo not drawn),4.4,8.6,-0.2,4.0,2.9,7.1,0.5,-5.2,1.6
CCOc1ccc(S(=O)(=O)NCCCN2CCOCC2)c2ccccc12,4.1,-4.9,-0.6,-1.8,-0.8,8.9,-0.2,-2.5,-2.0
Cc1ccc(N=C/C(C(=O)C(F)(F)F)=C(\O)c2ccco2)cc1Cl,0.3,-5.4,0.0,5.2,-2.1,57.0*,0.4,22.6,-18.1
O=C(CN1CCN(C(c2ccccc2)c2ccccc2)CC1)Nc1ccc(N2CCOCC2)cc1,1.2,7.2,-0.3,-6.3,-1.2,-9.1,0.3,-5.4,-14.4
CCn1ncc(CN2CCN(C(=O)Nc3ccccc3C(=O)OC)CC2)c1C,-4.6,-3.3,-0.7,4.8,-2.2,2.4,0.1,-3.3,-8.2
O=C(/C=C/c1ccccc1[N+](=O)[O-])Nc1cccc(S(=O)(=O)NC2=NCCCCC2)c1,-1.2,-31.2,1.3,-9.3,-14.2,-14.6,0.4,2.8,-3.9
CSc1ccc(C(=O)C2CCCN(C(=O)c3ccc(C)nc3)C2)cc1 (stereo not drawn),-2.1,-0.1,-1.0,-9.5,-8.7,3.7,1.8,-7.3,-8.1
O=C(CN(CCc1ccccc1)Cc1ccccc1)Oc1ccccc1P(=O)(O)O,3.2,-15.0,-0.8,2.2,-2.4,12.9,-1.2,-1.4,2.9
OC(c1cc(-c2ccc(C(F)(F)F)cc2)nc(C(F)(F)F)c1)C1CCCCN1 (stereo not drawn),-18.9,0.0,-0.9,9.6,-1.7,19.9,-4.2,9.7,-3.2
Cn1c(O)c(N=NC(=O)c2ccco2)c2ccccc21,2.8,7.3,-1.7,13.8,-12.7,6.1,4.2,-9.5,-18.5
COc1ccc(OC)c(-c2nn(-c3ccccc3)cc2C(=O)N2CCc3ccccc3C2)c1,-5.1,-13.8,0.0,2.8,0.8,-13.7,-0.4,28.9,-15.7
CCOc1ccc(NC(=O)C23CC4CC(C2)CC(c2ccccc2)(C4)C3)cc1,-11.8,-5.1,0.6,12.6,4.1,5.9,0.2,25.1,5.8
COc1ccccc1NC(=O)C1CCCN(c2ncnc3c2nc2n3CCCCC2)C1 (stereo not drawn),3.2,7.5,-0.7,-0.8,-5.4,13.3,0.3,1.2,-2.9
O=C(Nc1ccc(Br)c(Br)c1)C1CCCO1 (stereo not drawn),1.2,4.0,0.3,-7.6,0.5,11.1,2.9,-1.4,3.1
Cc1ccc(S(=O)(=O)N2CCC(C(=O)NCC3CCCO3)CC2)cc1 (stereo not drawn),1.3,-2.9,-1.4,4.8,-8.5,-12.8,-0.9,-10.7,-3.3
CC(C)(C)c1ccc(C(=O)Nc2cccc(S(=O)(=O)NC3=NCCC3)c2)cc1,-5.1,-5.8,-0.3,-14.9,-2.3,-12.2,-0.4,6.9,-7.2
O=C(CC1C(=O)NCCN1C(=S)Nc1ccccc1)Nc1ccc(F)cc1 (stereo not drawn),4.5,-5.7,-0.5,10.4,-2.8,-1.6,0.3,-5.0,-1.8
CC(C)(C)c1nc(S(=O)(=O)c2ccc(Cl)cc2)c(N2CCOCC2)o1,-1.0,7.7,0.0,25.1,-2.2,12.7,0.2,-12.0,-10.7
CCN1CCN(C(=O)C2CCN(C(=O)c3cc4sccc4n3CC)CC2)CC1,6.3,4.9,-0.8,-11.9,-0.3,13.6,2.2,-0.9,-0.4
CCC(CC)NC(=O)c1nn(Cc2ccccc2)c(=O)c2ccccc12,-0.2,1.3,0.6,3.7,-2.4,-0.3,1.0,5.7,3.5
Cc1c(C(=O)Oc2ccc(-c3cnc4ccccc4n3)cc2)cccc1[N+](=O)[O-],-0.5,13.1,-0.2,-1.6,0.3,23.0,1.2,10.6,-2.3
O=C(NCCCNC(=O)c1ccc(-c2cccc(Cl)c2)o1)c1cnccn1,-1.6,-0.7,-0.6,8.6,-2.2,11.8,2.4,-1.7,4.4
CCN1CCN(CC(O)COCCOc2ccc(Br)cc2)CC1 (stereo not drawn),-1.2,-2.6,-0.3,13.9,-2.1,9.2,-0.5,-9.7,0.6
OC(c1cccc(Cl)c1)c1nc(-c2cc3ccccc3o2)cs1 (stereo not drawn),4.2,-12.8,-0.1,-8.2,-1.0,18.5,-0.3,34.5,-5.3
CCC(C)NC(=O)CSc1nc2ccccc2c(=O)n1-c1c(C)n(C)n(-c2ccccc2)c1=O (stereo not drawn),0.0,-6.7,0.8,13.5,4.5,12.0,-0.5,-4.1,7.4

# Compound activity from PubChem BioAssay.
